Screens (PubChem)
Xi reactivation = reactivates the inactive X chromosome in mouse fibroblasts; XiGFP mouse fibroblasts, % GFP-positive cells imaging, 3 d; cells co-treated with 5-aza-dC sensitizer; scaled so ellipticine positive control = 100%; actives 0.055% (n = 360,000); activation, % at 7.58 µM;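 active = mean normalized replicate activation at least 10% and every replicate at or above 10%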;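 note: 0% = median of on-plate neutral control wells and 100% = ellipticine 6 µM median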
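Assay system: SV40-immortalized XiGFP fibroblast cells, line 68-5-11; buffer or medium: DMEM plus 5-aza-dC sensitizer; compound: one concentration, pinned; timing: compounds 3 days, fix/stain 15 min at room temperature; benchmarks: positive control ellipticine, 6 µM final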
E-selectin induc = induces E-selectin expression in human endothelial cells. P16581. HUVEC E-selectin immunofluorescence imaging; normalized: neutral wells 0, TNF-alpha wells 100. actives 0.37% (n = 260,000). AID 686992. activation, % at 7.58 µM;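 active = mean E-selectin-positive cell signal at least 10% of the positive control, reached in at least 60% of replicates, without over 20% cell loss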;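 note: in these data hits start at about 27%; measured in HUVEC primary endothelial cells; signal is the percent of cells scored E-selectin positive by PE staining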
Target sequence (P16581 whole entry, looked up): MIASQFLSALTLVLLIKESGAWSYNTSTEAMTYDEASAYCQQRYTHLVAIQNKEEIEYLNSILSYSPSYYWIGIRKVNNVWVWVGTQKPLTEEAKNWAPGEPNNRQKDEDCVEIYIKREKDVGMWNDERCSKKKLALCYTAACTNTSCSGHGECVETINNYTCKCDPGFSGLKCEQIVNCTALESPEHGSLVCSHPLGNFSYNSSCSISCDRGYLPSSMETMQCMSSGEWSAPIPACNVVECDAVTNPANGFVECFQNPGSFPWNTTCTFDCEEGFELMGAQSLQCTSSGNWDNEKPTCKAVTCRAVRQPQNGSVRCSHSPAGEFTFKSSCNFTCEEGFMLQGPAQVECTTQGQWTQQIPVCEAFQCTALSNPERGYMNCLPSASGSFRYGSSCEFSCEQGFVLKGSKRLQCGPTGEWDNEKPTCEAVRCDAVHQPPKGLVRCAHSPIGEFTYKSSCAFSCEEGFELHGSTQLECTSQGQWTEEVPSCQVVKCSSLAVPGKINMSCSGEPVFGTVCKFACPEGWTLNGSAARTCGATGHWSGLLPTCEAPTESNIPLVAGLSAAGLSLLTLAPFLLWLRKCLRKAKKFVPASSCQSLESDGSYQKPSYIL
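Assay system: HUVEC primary endothelial cells. Input: 3,000 HUVEC seeded per well. Doses: one compound dose added by pin transfer. Read-out basis: % PE-positive cells. Benchmarks: TNF-alpha high, DMSO low. Detection: immunofluorescence imaging. Buffer or medium: EGM-2, gelatin.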
esBAF inh = blocks esBAF chromatin remodeling in mouse ES cells; AID 602393; reporter increase, % at 12.5 µM; actives 2% (n = 350,000); Bmi1-luciferase knock-in reporter, 24 h; 100% = twice the neutral-well signal; in the data active = activation above about 40%;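 note: 0% = median of the plate's neutral control wells and 100% = double that signal; a rise in the Bmi1 reporter signal indicates esBAF inhibition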
RAD52 inh = RAD52 (human) annealing inhibition | inhibition, % at 18.7 µM | recombinant RAD52 DNA annealing, FRET fluorescence | AID 651710 | actives 0.46% (n = 360,000);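 active = every replicate showing at least 50% inhibition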
Target sequence (P43351 whole entry, looked up): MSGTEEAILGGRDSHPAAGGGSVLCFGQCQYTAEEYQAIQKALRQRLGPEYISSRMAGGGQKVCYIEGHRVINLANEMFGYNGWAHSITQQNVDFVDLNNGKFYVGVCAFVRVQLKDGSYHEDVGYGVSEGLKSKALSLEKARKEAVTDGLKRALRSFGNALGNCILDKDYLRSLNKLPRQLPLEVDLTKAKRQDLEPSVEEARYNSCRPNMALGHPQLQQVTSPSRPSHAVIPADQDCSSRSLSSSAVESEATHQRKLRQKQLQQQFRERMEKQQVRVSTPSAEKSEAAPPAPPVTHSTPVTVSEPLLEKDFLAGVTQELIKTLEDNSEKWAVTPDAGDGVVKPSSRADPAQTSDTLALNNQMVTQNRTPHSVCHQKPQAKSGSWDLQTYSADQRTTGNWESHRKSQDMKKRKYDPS
S100A4 inh HTS = inhibitors of human S100A4 binding to myosin IIA peptide. P26447. inhibition, % at 10.7 µM. actives 0.14% (n = 360,000). S100A4/TAMRA-MyoIIA peptide fluorescence polarization;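 active = mean inhibition of at least 70% across replicates, with every replicate also reaching that level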
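Test system – S100A4 monomer (human) · Compound – single-point compound testing · Schedule – 5 min incubation before reading · Probe or stimulus – TAMRA-labelled myosin IIA heavy-chain peptide probe, 5 nM · Benchmarks – neutral control DMSO, positive control TFP · Medium – Calcium-containing HEPES buffer, pH 7.2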
ERp5 inh = blocks human ERp5 reductase activity on insulin; AID 651711; ERp5 insulin aggregation, absorbance 650 nm, 90 min; actives 0.05% (n = 350,000); inhibition, % at 9.99 µM;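 active = mean replicate inhibition above about 25%, with every replicate also reaching it, limit read from the data, passing the limit was not always enough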
ERAP1 inh = inhibitors of human ERAP1 aminopeptidase; inhibition, % at 10.7 µM; AID 652197; recombinant ERAP1, Leu-AMC fluorescence, 60 min; Q9NZ08; actives 0.15% (n = 340,000);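 active = mean replicate inhibition of at least 30%, or all replicates individually reaching that 30% level; inactive = mean below 30% and not every replicate reaching it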;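 note: 0% = neutral control wells and 100% = L-leucinethiol positive control wells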
RAD54 inh = RAD54 (human) branch migration inhibition. Q92698. RAD54 Holliday junction branch migration, FAM/BHQ fluorescence. inhibition, % at 10.4 µM. actives 0.14% (n = 360,000);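 active = mean normalized replicate activity at least 40 and at least half of replicates scoring 40 or more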;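 note: 0% = median of neutral control wells and 100% = median of positive control wells; inhibitors cause a drop in the FAM fluorescence signal; in these data hits start at about 50%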
Starred values were filed as active, the others as inactive; . = not tested or not shown; & = joins results of further samples.

The line under a structure holds: Xi reactivation	E-selectin induc	esBAF inh	RAD52 inh	S100A4 inh HTS	ERp5 inh	ERAP1 inh	RAD54 inh
1	C[C@H](CO)N1C[C@H](C)[C@@H](CN(C)Cc2ccc(-c3ccccc3)cc2)Oc2c(NC(=O)c3ccc(-c4nccs4)cc3)cccc2C1=O
  -0.1	-0.3	-2	1	13	6	-1	-1
2	CCNc1nc(NOC)nc(OCC#N)n1
  0.0	-6.2	.	-10	0	-3	-1	.
3	CC(OC(=O)c1nc(Cl)ccc1Cl)C(=O)Nc1ccccc1F (stereo unspecified)
  0.3	.	.	-10	-5	8	1	9
4	CO[C@H]1CN(C)C(=O)c2ccc(NC(C)=O)cc2OC[C@H](C)N(CC2CC2)C[C@H]1C
  0.2	0.0	4	1	-8	5	4	-10
5	O=C(C[C@H]1C=C[C@@H](NC(=O)C2CCC2)[C@@H](CO)O1)NCc1ccccc1Cl
  0.0	-0.4	8	-12	0	-6	-1	2
6	O=C(C[C@H]1CC[C@H]2[C@@H](COC[C@@H](O)CN2S(=O)(=O)c2ccccc2F)O1)NCc1ccccc1F
  -0.1	0.0	0	-10	10	-3	-1	-1
7	C[C@@H]1CN([C@@H](C)CO)S(=O)(=O)c2ccc(C#CCN(C)C)cc2O[C@H]1CN(C)Cc1ccccc1F
  0.0	0.2	-7	14	2	2	1	2
8	S=C(Nc1ccc(Cl)cc1)NC1CC2CCCC(C1)N2C1CC1 (stereo unspecified)
  .	.	-3	3	-3	-7	-11	5
9	CCCCn1c(N)c(N(CCC(C)C)C(=O)c2ccc([N+](=O)[O-])o2)c(=O)[nH]c1=O
  0.0	0.4	-2	-20	-2	-11	2	-11
10	C[C@@H]1CCCCO[C@@H](CN(C)C(=O)CCC(F)(F)F)[C@H](C)CN([C@H](C)CO)C(=O)c2cc(NS(=O)(=O)c3cccs3)ccc2O1
  0.3	-0.4	9	.	.	.	.	-2
11	COc1ccc(N=Nc2ccc(CO)cc2)cc1
  0.1	-0.2	.	0	1	-1	6	2
12	CC(=NNc1nc2ccccc2s1)c1ccncn1
  0.0	-0.2	.	-13	2	4	-2	.
13	O=C(Nc1nnc(C2CCCCC2)s1)C1CC(=O)N(c2ccccc2)C1 (stereo unspecified)
  0.4	.	-7	-6	-6	2	0	-16
14	CCC(=O)N1C[C@H](C)[C@H](OC)CN(C)C(=O)c2cc(NC(=O)c3ccccc3)ccc2OC[C@@H]1C
  0.7	0.1	-2	-16	-2	1	-1	-11
15	C[C@H]1CN([C@@H](C)CO)C(=O)c2cc(C3=CCCC3)cnc2O[C@@H]1CN(C)C(=O)Nc1ccc(F)cc1
  6.9	0.1	.	9	9	-4	1	.

Retrieved by structure from the entries so far, two records:
The line under a structure holds: Xi reactivation	E-selectin induc	esBAF inh	RAD52 inh	S100A4 inh HTS	ERp5 inh	ERAP1 inh	RAD54 inh
6	O=C(C[C@H]1CC[C@H]2[C@@H](COC[C@@H](O)CN2S(=O)(=O)c2ccccc2F)O1)NCc1ccccc1F
  -0.1	0.0	0	-10	10	-3	-1	-1
5	O=C(C[C@H]1C=C[C@@H](NC(=O)C2CCC2)[C@@H](CO)O1)NCc1ccccc1Cl
  0.0	-0.4	8	-12	0	-6	-1	2

(continued)
The line under a structure holds: Xi reactivation	E-selectin induc	esBAF inh	RAD52 inh	S100A4 inh HTS	ERp5 inh	ERAP1 inh	RAD54 inh
16	CC(=O)O[C@H]1C(=O)[C@@]2(C)[C@H]([C@H](OC(=O)c3ccccc3)[C@]3(O)C[C@H](OC(=O)[C@H](O)C(NC(=O)c4ccccc4)c4ccccc4)C(C)=C1C3(C)C)[C@]1(OC(C)=O)CO[C@@H]1C[C@@H]2O (stereo partly specified)
  0.5	0.9	-9&-1	-6	0&-4	-3	-3	0&-19
17	C[C@H](CO)N1C[C@H](C)[C@H](CN(C)Cc2ccc(Oc3ccccc3)cc2)Oc2c(NC(=O)Nc3ccc4c(c3)OCO4)cccc2C1=O
  0.0	0.2	-7	7	-93	1	-1	-11
18	O=C(CSc1nnc(NC(=O)C2CC2)s1)Nc1ccc2c(c1)OCCO2
  0.0	.	.	-5	-4	4	3	.
19	CCOC(=O)CSc1nnc(NC(=O)CCc2ccccc2)s1
  0.0	.	-5	-15	-9	0	1	3
20	COc1cccc(OCc2cc(C(=O)N3CCN(C(=O)c4ccco4)CC3)no2)c1
  0.0	0.0	70*	-8	1	-2	-5	-8
21	O=C(C[C@H]1CC[C@H]2[C@@H](COC[C@H](O)CN2S(=O)(=O)c2ccccc2)O1)NCCN1CCCC1
  0.3	-0.1	.	-3	-12	6	-2	.
22	CO[C@@H]1CC[C@@H]2CCN(C)C(=O)C[C@@H](c3ccccc3)CN(C)C(=O)c3cccc(C#N)c3OC[C@@H]1O2
  0.1	0.0	0	-3	-20	8	-1	1
23	Cc1ccc(S(=O)(=O)N2CCN(S(=O)(=O)N3CCC(C)CC3)CC2)c(C)c1
  0.0	2.2	4	-1	5	-1	-1	-8
24	COc1cc(C2CC(=O)Nc3c2c(=O)nc2c(C)cccn32)cc(OC)c1OC (stereo unspecified)
  0.1	.	.	0	-1	6	-2	.
25	COc1cccc(S(=O)(=O)N(C)C[C@@H]2Oc3cc(C#CCN(C)C)ccc3S(=O)(=O)N([C@H](C)CO)C[C@@H]2C)c1
  0.0&0.1	0.6&0.0	-6&4&-2	33&0&-18	-10&-2&-12	0&-3&5	1&-1&1	-8&2&16
26	C=CCN1C(=O)c2cccc3c(Br)ccc(c23)C1=O
  0.0	.	1	-13	-5	-2	-4	-3
27	COc1ccc(NC(C)C(=O)Nc2cccc(S(=O)(=O)N3CCOCC3)c2)cc1OC (stereo unspecified)
  0.2	-0.1	0	-7	3	-3	3	-4
28	CN1/C(=C\C(=O)COC(=O)c2ccc(O)cc2)C(C)(C)c2ccccc21
  0.0	10	-5	-40	-26	0	1	-12
29	COc1cc(-c2nc3ccc(C)cn3c2NCc2ccccc2)ccc1-c1cccc(Cl)c1
  -0.3	0.6	-5	-10	50	1	-3	10
30	Cc1ccc(S(=O)(=O)N2CC3C(=O)C[C@@H](c4ccccc4)N(S(=O)(=O)c4ccccc4Cl)C3CC2c2ccccc2)cc1 (stereo partly specified)
  0.0	0.0	.	-4	-4	1	-3	.
31	COc1ccc(C2SCC(=O)N2c2ccc(OC)cc2)cc1 (stereo unspecified)
  0.0	0.0	-5	-12	-6	2	1	0
32	C[C@@H]1CCCCO[C@@H](CN(C)C(=O)C2CCCCC2)[C@@H](C)CN([C@H](C)CO)C(=O)c2cc(NS(=O)(=O)c3cccs3)ccc2O1
  0.0	-0.2	-6	8	6	-2	-6	8
33	Cc1ccc(S(=O)(=O)N[C@H]2CC[C@@H](CC(=O)NCc3ccccc3F)O[C@@H]2CO)cc1
  -0.5	-1.2	-2	0	10	1	-3	-12
34	Cc1ccc(C(=O)N/C(=C\c2ccco2)C(=O)N2CCCCC2)cc1
  -0.1	11	4	-30	-4	0	0	-1
35	Cc1ccc2cc(C#N)c(SCC(=O)N3CCCC3)nc2c1
  0.0	-2.4	9	-20	-8	2	-1	-7
36	CCOC(CNC(=O)C1CCN(S(=O)(=O)c2ccc3nc4c(c(C(=O)O)c3c2)CCCCC4)CC1)OCC
  0.0	.	-6	-14	6	2	5	-9
37	CNC(C)C(=O)NC(C(=O)NC(C)C(=O)NNc1ccccc1)C(C)C (stereo unspecified)
  0.2	4.5	7	-18	8	-1	.	7
38	NC(=O)C1CCN(C(=O)c2ccccc2CCc2ccccc2)CC1
  0.0	0.5	-1	-14	1	1	0	0
39	C[C@@H]1CN([C@@H](C)CO)C(=O)Cc2cc(NS(=O)(=O)c3ccccc3)ccc2O[C@H]1CN(C)Cc1ccc(Cl)c(Cl)c1
  -0.1	0.1	-3	-9	7	-2	2	4
40	C[C@@H]1CCCCO[C@@H](CN(C)C(=O)c2ccccc2)[C@@H](C)CN([C@@H](C)CO)C(=O)c2cc(NC(=O)CCC(F)(F)F)ccc2O1
  0.3	-0.1	1	3	7	1	-2	1
41	Cc1cccc(-c2ccc([C@H]3[C@@H](CO)N4C(=O)CN(C(=O)c5ccc6c(c5)OCO6)C[C@@H]34)cc2)c1
  0.0	0.0	.	13	-3	-2	3	.
42	CO[C@@H]1CN(C)C(=O)c2cc(NC(=O)NC3CCCCC3)ccc2OC[C@@H](C)N(CC2CC2)C[C@@H]1C
  0.3	-0.2	-1	-1	12	0	-4	3
43	O=C(CSc1ccsc1[N+](=O)[O-])NCc1ccccc1
  0.0	0.3	30	-17	104*	-3	0	-2
44	O=C(C[C@H]1C=C[C@@H](NC(=O)c2ccncc2)[C@H](CO)O1)NCCc1ccncc1
  -0.4	-0.2	1	-2	4	0	-1	2
45	Cc1cccc(C(=O)NCCC(=O)Nc2nc(C)c(Cc3ccc4c(c3)OCO4)s2)c1
  0.1	.	.	-14	-3	2	-7	.
46	CC(=O)N1[C@@H]2Cn3c(ccc(-c4ccccc4)c3=O)[C@H]1[C@@H](C(=O)NCC1CC1)[C@@H]2CO
  0.2	0.0	5	-9	-8	-8	-3	-13

Arranged by formula weight (smallest number first): some entries from above
The line under a structure holds: Xi reactivation	E-selectin induc	esBAF inh	RAD52 inh	S100A4 inh HTS	ERp5 inh	ERAP1 inh	RAD54 inh
43	O=C(CSc1ccsc1[N+](=O)[O-])NCc1ccccc1
  0.0	0.3	30	-17	104*	-3	0	-2
31	COc1ccc(C2SCC(=O)N2c2ccc(OC)cc2)cc1 (stereo unspecified)
  0.0	0.0	-5	-12	-6	2	1	0
38	NC(=O)C1CCN(C(=O)c2ccccc2CCc2ccccc2)CC1
  0.0	0.5	-1	-14	1	1	0	0
37	CNC(C)C(=O)NC(C(=O)NC(C)C(=O)NNc1ccccc1)C(C)C (stereo unspecified)
  0.2	4.5	7	-18	8	-1	.	7
44	O=C(C[C@H]1C=C[C@@H](NC(=O)c2ccncc2)[C@H](CO)O1)NCCc1ccncc1
  -0.4	-0.2	1	-2	4	0	-1	2
46	CC(=O)N1[C@@H]2Cn3c(ccc(-c4ccccc4)c3=O)[C@H]1[C@@H](C(=O)NCC1CC1)[C@@H]2CO
  0.2	0.0	5	-9	-8	-8	-3	-13
33	Cc1ccc(S(=O)(=O)N[C@H]2CC[C@@H](CC(=O)NCc3ccccc3F)O[C@@H]2CO)cc1
  -0.5	-1.2	-2	0	10	1	-3	-12
41	Cc1cccc(-c2ccc([C@H]3[C@@H](CO)N4C(=O)CN(C(=O)c5ccc6c(c5)OCO6)C[C@@H]34)cc2)c1
  0.0	0.0	.	13	-3	-2	3	.
42	CO[C@@H]1CN(C)C(=O)c2cc(NC(=O)NC3CCCCC3)ccc2OC[C@@H](C)N(CC2CC2)C[C@@H]1C
  0.3	-0.2	-1	-1	12	0	-4	3
36	CCOC(CNC(=O)C1CCN(S(=O)(=O)c2ccc3nc4c(c(C(=O)O)c3c2)CCCCC4)CC1)OCC
  0.0	.	-6	-14	6	2	5	-9
40	C[C@@H]1CCCCO[C@@H](CN(C)C(=O)c2ccccc2)[C@@H](C)CN([C@@H](C)CO)C(=O)c2cc(NC(=O)CCC(F)(F)F)ccc2O1
  0.3	-0.1	1	3	7	1	-2	1
